# From PubChem BioAssay
# HIF act – HIF pathway transcriptional activators, primary screen, cell-based, U2OS HRE-luciferase, luminescence. U2OS HRE-luciferase reporter; normalized: DMSO 0%, desferrioxamine 100%. AID 1910, 2009. 300,000 tested, 0.32% active. activation, % at 7.5 µM (by protocol);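 active = mean activation of at least 10% of the iron chelator positive control signal, with at least half of replicates also reaching 10%; inconclusive = mean and replicate majority disagree about reaching 10%; inactive = mean and most replicates under 10%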
# KLF5 inhibitor – KLF5 expression inhibitors, primary screen, DLD-1 cells, luminescence. inhibition, % at 5 µM. DLD-1 KLF5 promoter-luciferase reporter. 290,000 tested, 0.23% active;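 active = inhibition above a per-plate limit of that plate's mean compound inhibition plus 3 SD, cut at about 60% in these data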;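 note: 0% = DMSO wells and 100% = LY294002 at 200 µM; higher means less KLF5 promoter-driven luciferase light; inactives centre near -14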
# SKKanGAS inh – S. pyogenes SKKanGAS growth inhibitors in kanamycin, primary screen, streptokinase expression inhibitor project, SKKanGAS strain, BacTiter-Glo luminescence; 300,000 tested, 1.3% active; inhibition, % at 7.5 µM; 6 h;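 active = mean replicate score, as percent of positive control median, at least 50; inconclusive = mean below 50 but one replicate at or above 50; inactive = mean and every replicate below 50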;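 note: strain carries kanamycin resistance gene driven by streptokinase promoter and grows in 40 µg/ml kanamycin; loss of luminescence reflects streptokinase promoter inhibition or plain growth inhibition; 0% = median of DMSO wells and 100% = positive control at its reference dose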
# TRPC4 block – inhibitors of mouse TRPC4 channel, primary screen, Fluo4 calcium, HEK293 TRPC4beta/mu-opioid cells | B-score at 10 µM | 300,000 tested, 0.39% active | DAMGO-evoked Fluo4 calcium flux; active compounds read low | AID 2247, 2010 | Short transient receptor potential channel 4 (Mus musculus), Q9QUQ5;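 active = B-score over 3 SD under the library average, no early fluorescence shift, positive overall ratio signal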
#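 Assay system – HEK293 line stably carrying TRPC4beta and mu-opioid receptor · Doses – single dose · Detection – Fluo4 calcium-dye fluorescence, kinetic read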
# aSyn UTR inh – MLPCN primary screen, SNCA 5' untranslated region; 300,000 tested, 0.82% active; AID 1813, 2009; alpha-synuclein 5'UTR reporter, inhibitor activity; inhibition, % (tested at 7.5 µM); in the data active = inhibition above about 60%; inconclusive = no clear call, values can overlap the other calls;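 note: H4 neuroglioblastoma cells stably carrying SNCA 5'UTR luciferase fusion; 0% = DMSO wells and 100% = positive control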
# IEC-6 cytotox – cytotoxicity in IEC-6 intestinal epithelial cells, primary screen, cytotoxicity control for KLF5 inhibitor project, cell-based, luminescence; AID 1825, 2009; 290,000 tested, 0.78% active; inhibition, % at 5 µM; IEC-6 cytotoxicity, luminescence viability; in the data active = inhibition above about 22%;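 note: 0% = plate median of test compound wells and 100% = cytotoxic reference compound wells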
# TRPC6 act – mouse TRPC6 channel activators, primary screen, cell-based, HEK293, membrane potential dye; AID 2550, 2010; HEK293-TRPC6 membrane potential dye fluorescence; active compounds read high; B-score at 10 µM; Short transient receptor potential channel 6 (Mus musculus), Q61143; 310,000 tested, 0.13% active;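 active = B-score of the integrated fluorescence ratio above library mean plus 3 SD, and starting fluorescence ratio within library mean plus 5 SD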;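 note: higher score means more depolarization so channel activation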
# TRPC6 inhibitor – mouse TRPC6 channel inhibitors, primary screen, cell-based, HEK293, membrane potential dye | 310,000 tested, 1.1% active | ACh-evoked depolarization; active compounds read low | B-score at 10 µM;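 active = B-score under library mean minus 3 SD, initial fluorescence not abnormally high, positive integrated signal ratio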;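 note: B-score derived from integrated fluorescence ratio over the kinetic read; more negative B-score means stronger inhibition of depolarization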
# TRPC4 act – activators of mouse TRPC4 channel, primary screen, Fluo4 calcium, HEK293 TRPC4beta/mu-opioid cells | Fluo4 calcium fluorescence; active compounds read high | B-score at 10 µM | 310,000 tested, 0.49% active | AID 2237, 2010;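 active = B-score above 5 SD of library B-scores, and initial fluorescence ratio not above library mean plus 5 SD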;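 note: positive B-score marks a calcium rise read as TRPC4 activation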
#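 Assay system: HEK293 cells stably co-expressing mouse TRPC4beta and mu-opioid receptor / Timing: Fluo4 dye loading 45 min at room temperature, 110 s recording / Signal: Fluo4 calcium-sensitive dye fluorescence, kinetic, 1 Hz baseline / Read-out: integrated baseline-normalised fluorescence ratio, converted to per-well B score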
# TRPC4 potent – positive allosteric modulators of TRPC4, primary screen, cell-based, mouse TRPC4beta, HEK293 mu-opioid, Fluo-4 calcium; AID 2227, 2009; B-score at 10 µM; 310,000 tested, 0.42% active; DAMGO EC20, Fluo-4 Ca2+ flux; active compounds read high;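 active = B-score of calcium response area above 5 SD of library B-scores, with initial fluorescence ratio within 5 SD of library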;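 note: B-score of integrated fluorescence ratio over time as area under calcium response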
# MrgX1 antagonist – antagonists of human MrgX1 receptor, primary screen, HEK293 cells, Fluo-4 calcium flux; Mas-related G-protein coupled receptor member X1 (Homo sapiens), Q96LB2; BAM8-22 antagonism; active compounds read low; B-score at 10 µM; 310,000 tested, 1.3% active; AID 588676, 2011;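 active = calcium-response B-score plate-corrected more than 3 library SD below zero, starting fluorescence within 5 deviations, no agonist response on first addition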;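 note: peak minus trough fluorescence over baseline after final BAM8-22 challenge near maximal dose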
# Target sequence (Q96LB2 whole entry, looked up): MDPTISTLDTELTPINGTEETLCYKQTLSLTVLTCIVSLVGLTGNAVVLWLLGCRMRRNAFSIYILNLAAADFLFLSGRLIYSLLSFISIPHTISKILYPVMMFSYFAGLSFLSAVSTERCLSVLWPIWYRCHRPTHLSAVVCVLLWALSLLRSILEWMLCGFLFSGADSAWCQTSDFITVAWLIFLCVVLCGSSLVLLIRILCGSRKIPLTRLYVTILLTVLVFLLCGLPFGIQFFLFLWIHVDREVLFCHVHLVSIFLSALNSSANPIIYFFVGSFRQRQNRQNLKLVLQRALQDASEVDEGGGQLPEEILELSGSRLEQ
# The depositor's hits bear a star; i = inactive; ? = inconclusive; . = not tested or not shown.
no.	Molecule	HIF act	KLF5 inhibitor	SKKanGAS inh	TRPC4 block	aSyn UTR inh	IEC-6 cytotox	TRPC6 act	TRPC6 inhibitor	TRPC4 act	TRPC4 potent	MrgX1 antagonist
1	Fc1ccc(CO/N=C/C2=C(Cl)c3ccccc3CC2)cc1	0.7	0	79*	i	-60	0	i	i	i	i	i
2	O=C(CN1C(=O)CCC1=O)Nc1nc(-c2cccs2)cs1	0.2	-1	2	i	-29	1	i	i	i	i	i
3	Cc1cc(=O)oc2cc(OCC(=O)OCC(=O)NC3CC3)ccc12	-0.4	-3	-4	i	-29	2	i	i	i	i	i
4	O=C(CN1CCCCC1)N1CCc2ccccc21	-0.3	-47	16	i	4	-1	i	i	i	i	i
5	CC(/C=C1\SC(=S)N(NC(=O)c2cccc(O)c2)C1=O)=C\c1ccccc1	0.4	-10	31	i	7	1	i	i	i	i	i
6	NS(=O)(=O)c1ccc(NC(=O)COC(=O)C2(c3ccc(F)cc3)CCCC2)cc1	-0.1	8	2	i	11	-6	i	i	i	i	i
7	CCCOc1ccccc1/C=N/NC(=O)C1CC1	.	-12	.	i	.	3	i	i	i	i	i
8	CSc1ccccc1OCc1cc(C(=O)NCCn2ccnc2C)no1	-0.1	-19	7	i	-7	-4	i	i	i	i	i
9	Cc1ccc(/C=C/C(=O)Nc2ccccc2C(N)=O)cc1	0.4	-87	-6	i	-86	9	i	i	i	i	i
10	CCOC(=O)C1CCCN(CCC(=O)Nc2ccccc2C)C1 (stereo not drawn)	-0.6	-24	0	i	0	-8	i	i	i	i	i
11	COc1ccc(NC2CCCN(C(=O)C3(C)CCCCC3)C2)cc1 (stereo not drawn)	0.3	-19	1	i	1	-1	i	i	i	i	i
12	CC(=O)Nc1ccc2nc3c(=O)n(C)c(=O)n(C)c3nc2c1	-14	-7	1	i	10	-3	i	i	i	i	i
13	COc1cc(C(=S)N2CCCC2)ccc1OCC(N)=O	-0.8	-13	4	i	0	9	i	i	i	i	i
14	CCCCn1nc2cc(C(=O)NCC34CC5CC(CC(C5)C3)C4)ccc2c1OCC	-0.8	-8	21	i	-9	4	i	i	i	i	i
15	COC(C[C@@H](O)CC(=O)[C@H](C)OCc1ccccc1)OC	-0.1	.	2	i	7	.	i	i	i	i	.
16	CCc1ccc(-n2c(=O)c3ccccc3n3c(=S)[nH]nc23)cc1	-0.5	-15	7	i	0	-1	i	i	i	i	i
17	O=c1c2c3c(sc2nc2n1CCC2)CCCC3	-0.7	-1	10	i	-18	-6	i	i	i	i	i
18	CCOc1ccc(NC(=O)C2CCN(c3nnnn3-c3ccccc3)CC2)cc1	0.2	-21	-5	i	37	-5	i	i	i	i	i
19	CCN(C(=O)c1c(OC)cccc1OC)c1nnc(-c2cccnc2)s1	-1.7	4	2	i	23	-2	i	i	i	i	i
20	COc1ccc(-n2nc(C(=O)NCC(=O)NCCCN3CCCCCC3)c3ccccc3c2=O)cc1Cl	0.2	7	0	i	2	-1	i	i	i	i	i
21	COc1cccc(C(=O)Nc2ccc3ccccc3c2)c1	-0.6	-11	-1	i	34	8	i	i	i	i	i
22	O=C(NCc1ccco1)C1CCCN(S(=O)(=O)c2ccccc2)C1 (stereo not drawn)	0.2	-17	-8	i	24	-8	i	i	i	i	i
23	Cc1ccc(S(=O)(=O)N[C@@H](Cc2ccccc2)C(=O)N2CCC(C(=O)N[C@@H](CCC(N)=O)C(=O)O)CC2)cc1	1.0	-15	2	i	4	-2	i	i	i	i	i
24	CCc1nc(C)ccc1OCC(=O)O	0.0	-7	1	i	-8	5	i	i	i	i	i

# Record cards, as listed above. Values in the order: HIF act	KLF5 inhibitor	SKKanGAS inh	TRPC4 block	aSyn UTR inh	IEC-6 cytotox	TRPC6 act	TRPC6 inhibitor	TRPC4 act	TRPC4 potent	MrgX1 antagonist
# Entry for COc1ccc(-n2nc(C(=O)NCC(=O)NCCCN3CCCCCC3)c3ccccc3c2=O)cc1Cl = 0.2	7	0	i	2	-1	i	i	i	i	i
# Entry for CCc1nc(C)ccc1OCC(=O)O = 0.0	-7	1	i	-8	5	i	i	i	i	i
# Entry for COC(C[C@@H](O)CC(=O)[C@H](C)OCc1ccccc1)OC = -0.1	.	2	i	7	.	i	i	i	i	.
# Entry for COc1cc(C(=S)N2CCCC2)ccc1OCC(N)=O = -0.8	-13	4	i	0	9	i	i	i	i	i

# Next results follow:
no.	Molecule	HIF act	KLF5 inhibitor	SKKanGAS inh	TRPC4 block	aSyn UTR inh	IEC-6 cytotox	TRPC6 act	TRPC6 inhibitor	TRPC4 act	TRPC4 potent	MrgX1 antagonist
25	O=C(O)c1sccc1S(=O)(=O)c1ccccc1	0.1	-4	4	i	-10	-7	i	i	i	i	i
26	O=C(O)c1cccnc1SC1CC(=O)N(c2ccc(OC(F)F)cc2)C1=O (stereo not drawn)	-0.2	-33	-3	i	7	8	i	i	i	i	i
27	CN(C)c1ccc(N=Nc2ccccc2C(=O)OCC(=O)N(C)c2ccccc2)cc1	0.5	-9	-2	i	-83	4	i	i	i	i	i
28	CCOC(=O)c1ccc2[nH]cc(C(C)=O)c(=O)c2c1	0.3	-23	-6	i	30	-6	i	-7.5*	i	i	i
29	O=C(COC(=O)CC12CC3CC(CC(C3)C1)C2)Nc1ncc(Cl)cc1Cl	-0.1	-14	2	i	12	1	i	i	i	i	i
30	CCOCCCNC(=S)N1CCN(CC)CC1	-0.2	-7	-12	i	-4	2	i	i	i	i	i
31	C=CCSc1nnc(-c2cc(C(C)(C)C)nn2Cc2ccc(F)cc2)n1C	-0.1	-19	0	i	-16	0	i	i	i	i	i
32	O=C(CCc1nnc(C2CCCCC2)o1)N1CCN(C2CCCCC2)CC1	-0.3	-12	5	i	-5	-4	i	i	i	i	i
33	CC(=O)c1cccc(NC(=O)CCS(=O)(=O)c2cccc3nsnc23)c1	-0.5	-17	-1	i	-30	-1	i	i	i	i	i
34	O=C(Cn1c(=O)oc2ccccc21)Nc1ccc(Br)cc1	-0.2	-6	-2	i	-12	9	i	i	i	i	i
35	O=C(CSc1ccc(-c2ccccn2)nn1)Nc1nccs1	?	-41	-12	i	7	3	i	i	i	i	i
36	O=c1[nH]c2ccccc2nc1-c1ccc(Cl)cc1	2.6	-89	0	i	-72	5	i	i	i	i	i
37	CC(C)Sc1nc(O)c(Cc2ccccc2)c(=O)[nH]1	0.5	-28	3	i	-8	0	i	i	i	i	i
38	NS(=O)(=O)c1ccc(NS(=O)(=O)c2ccc(NC(=O)c3ccc(-c4ccccc4)cc3)cc2)cc1	-0.6	-72	23	i	-6	-4	i	i	i	i	i
39	Cc1cc(C)cc(N(CC(=O)Nc2cccc(C)c2C)S(=O)(=O)c2c(C)[nH]c(=O)[nH]c2=O)c1	-0.8	-43	27	i	-43	-7	i	i	i	i	i
40	C=CCn1c(CNS(=O)(=O)c2ccc(F)cc2)n[nH]c1=S	-0.4	18	-6	i	0	-5	i	i	i	i	i
41	CCC(=O)Nc1cccc(-c2ccc(N3CCC(C)CC3)nn2)c1	-3.3	50	1	i	41	10	i	i	i	i	i
42	COC(=O)C1=C(C(=O)OC)[C@@H]2N(C)c3ccc(OC)cc3[C@@]23C[C@@H](C(=O)OC)N(C(=O)C2CCC2)C3=N1	-0.6	.	1	i	-3	.	i	i	i	i	i
43	Cc1c(Cl)ccc(S(=O)(=O)Nc2cccnc2)c1Cl	1.1	-38	0	i	18	3	i	i	i	i	i
44	O=S(=O)(NC1CCCCC1N1CCN(c2ccccc2F)CC1)c1ccc(Cl)cc1 (stereo not drawn)	0.1	12	1	i	12	-2	i	i	i	12*	-9.6*
45	COc1ccccc1Nc1ncnc2ccccc12	0.5	-7	-4	i	-7	-2	i	i	i	i	i
46	CCc1ccc(C2C(C(=O)O)c3ccccc3C(=O)N2C)cc1 (stereo not drawn)	0.3	-17	0	i	14	1	i	i	i	i	i
47	CC(=O)c1ccc(NC(=O)Nc2ccc(S(=O)(=O)N3CCCC3)cc2)cc1	0.0	-60	8	i	-10	0	i	i	i	i	i
48	CCOC(=O)C1=C(O)C(=O)N(c2ccc(S(N)(=O)=O)cc2)C1c1ccc(Br)cc1 (stereo not drawn)	0.1	-12	-3	i	12	-6	i	i	i	i	i
49	O=C(CCCn1nnnc1CN1CCOCC1)N1CCC(c2ccc(F)cc2)C1 (stereo not drawn)	0.1	-40	-14	i	5	-1	i	i	i	i	i
50	Cc1nc(NC(C)C(=O)O)c2nc(C)oc2n1 (stereo not drawn)	-0.5	1	-3	i	-4	3	i	i	i	i	i
51	Cc1ccc(CC(=O)Nc2cc(C)ccn2)cc1	-0.7	-36	0	i	-22	1	i	i	i	i	i
52	Cc1ccc(CN(CC(=O)NC(C)(C)C)C(=O)CNC(=O)c2cccs2)cc1	-1.0	-11	-2	i	-14	-5	i	i	i	i	i
53	CCOC(=O)N1CCN(C(=O)CNS(=O)(=O)c2cccs2)CC1	0.7	-15	-4	i	-3	-5	i	i	i	i	i
54	CN1C/C(=N\S(=O)(=O)c2ccccc2)N(C)C1=O	-1.5	-2	2	i	14	6	i	i	i	i	i
55	Cc1snc(S(=O)(=O)/C(C#N)=N\Nc2ccccc2)c1C#N	0.0	-30	9	i	-14	-4	i	i	i	i	i
56	CC(=O)NC(CC(=O)NC(C)c1ccc(Cl)cc1Cl)c1ccccc1 (stereo not drawn)	-0.5	-2	-5	i	15	-2	i	i	i	i	i
57	CCOc1ccc(-c2cc(CCCC(=O)NCCCOC)no2)cc1	-2.8	-31	0	i	87*	0	i	i	i	i	i
58	Cc1ccc(C)c(C(C)NC(=O)C2CCCO2)c1 (stereo not drawn)	0.5	-38	2	i	-8	-7	i	i	i	i	i
59	COc1ccc(-c2csc(NC(=O)CN3C(=O)CCC3=O)n2)c(OC)c1	0.3	-2	-14	i	23	-5	i	i	i	i	i
